BAZ2B inh = qHTS Assay for Inhibitors of BAZ2B; Bromodomain adjacent to zinc finger domain protein 2B (Homo sapiens), Q9UIF8; AlphaScreen BAZ2B-H3K14Ac peptide displacement; 4.4% of 360,000 active; AID 504333, 2011; Potency, µM (doses to about 114 µM), inactives show at the top dose activity change, negative = inhibition, usual class: inhibitors; also: % is scaled to controls: 0 for no effect and ±100 for the full control effect; nearly all actives have a fitted effect of over 60% in size
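AlphaScreen displacement of biotin-H3(5-23)K14Ac peptide (50 nM final) from BAZ2B (50 nM final) in PBS pH 7.4, 0.01% Tween-20; complex preformed 30 min RT, then compounds (top 110 uM) 30 min RT, beads 20 min dark.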
Pol beta inh = qHTS Assay for Inhibitors of DNA Polymerase Beta. P06746. Pol beta primer extension/strand displacement, fluorescence kinetic. Potency, µM (top dose mostly 114 µM), for the others: at the highest dose activity change, negative = inhibition, hits mostly inhibitors. 1.3% of 340,000 active. AID 485314, 2010; also: % is scaled to controls: 0 for no effect and ±100 for the full control effect
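Curves were derived by four-parameter Hill fits of normalized qHTS data. The kinetic fluorescent primer-extension read was taken at 0 and 10 min after 50 nM substrate, following a 15 min room-temperature preincubation of 10 nM enzyme with compounds.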
POLK inh = qHTS for Inhibitors of Polymerase Kappa. purified Pol kappa, fluorescent DNA synthesis assay, 10 min. Potency, µM (highest dose often 107 µM), without a hit: at the highest dose activity, negative = inhibition, most hits filed as inhibitors. 0.53% of 400,000 active. DNA polymerase kappa (Homo sapiens), Q9UBT6. AID 588579, 2011; also: % is scaled to controls: 0 for no effect and ±100 for the full control effect
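Fluorescent qHTS in 1536-well format: enzyme (10 nM) and compound sat 15 min at room temperature before 50 nM substrate (final) was added. Signal taken at 0 and 10 min; no-enzyme buffer wells were negative controls.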
Anesthetic bind = qHTS Assay for Identification of Novel General Anesthetics; Potency, µM (doses to about 77.5 µM), inactives show at the highest dose activity change, negative = displacement, usual class: inhibitors; AID 485281, 2010; apoferritin/1-aminoanthracene competitive binding, fluorescence; 0.074% of 350,000 active; Ferritin light chain (Equus caballus), P02791; also: % is scaled to controls: 0 for no effect and ±100 for the full control effect; nearly all actives have a fitted effect of over 20% in size
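Read-out: endpoint 1-AMA fluorescence, excitation 380 nm and emission 535 nm, after compounds sit 10 min at room temperature with 10 uM horse-spleen apoferritin in 50% saturated 1-AMA/PBS. Values come from four-parameter Hill fits.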
POLI inh = qHTS for Inhibitors of Polymerase Iota | Potency, µM (doses to about 115 µM), for inactives: top-dose activity, negative = inhibition, usual class: inhibitors | 1% of 390,000 active | DNA polymerase iota (Homo sapiens), Q9UNA4 | AID 588590, 2011 | Pol iota fluorescent replication assay, 10 min
Target sequence (Q9UNA4 whole entry, looked up): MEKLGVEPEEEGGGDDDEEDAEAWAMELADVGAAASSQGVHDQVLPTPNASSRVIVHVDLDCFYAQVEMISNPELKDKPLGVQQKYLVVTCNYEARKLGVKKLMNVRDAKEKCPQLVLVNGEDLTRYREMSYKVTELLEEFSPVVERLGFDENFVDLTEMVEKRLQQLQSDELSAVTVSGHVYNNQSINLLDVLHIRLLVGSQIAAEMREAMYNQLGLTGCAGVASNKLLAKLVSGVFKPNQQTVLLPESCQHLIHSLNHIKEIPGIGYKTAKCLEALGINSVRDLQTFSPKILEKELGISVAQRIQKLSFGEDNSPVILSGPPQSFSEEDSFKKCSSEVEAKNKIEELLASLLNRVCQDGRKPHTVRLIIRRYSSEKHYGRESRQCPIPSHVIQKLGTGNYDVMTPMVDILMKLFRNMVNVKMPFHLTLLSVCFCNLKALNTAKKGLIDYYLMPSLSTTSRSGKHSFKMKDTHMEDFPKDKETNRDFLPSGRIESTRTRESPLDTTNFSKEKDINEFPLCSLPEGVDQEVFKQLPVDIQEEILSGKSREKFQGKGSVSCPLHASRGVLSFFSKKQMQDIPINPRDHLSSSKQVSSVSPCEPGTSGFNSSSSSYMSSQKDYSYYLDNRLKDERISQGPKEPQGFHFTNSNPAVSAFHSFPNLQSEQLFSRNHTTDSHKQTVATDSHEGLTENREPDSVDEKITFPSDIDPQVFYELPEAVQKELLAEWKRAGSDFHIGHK
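Fluorescent replication assay read twice, at 0 min and 10 min after adding 50 nM (final) substrate. Enzyme (10 nM) and compounds were first incubated 15 min at room temperature; enzyme-free buffer wells were negative controls.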
POLH inh = qHTS for Inhibitors of Polymerase Eta; DNA polymerase eta (Homo sapiens), Q9Y253; recombinant Pol eta, fluorescent DNA replication assay; Potency, µM (doses to about 114 µM), without a hit: at the highest dose activity change, negative = inhibition, hits mostly inhibitors; 1.2% of 390,000 active; also: % is scaled to controls: 0 for no effect and ±100 for the full control effect
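Pol eta at 10 nM preincubated with compounds 15 min at room temperature; reaction started with fluorescent substrate (50 nM final) and read kinetically at 0 and 10 min.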
G9a block = qHTS Assay for Inhibitors of Histone Lysine Methyltransferase G9a | 8.8% of 350,000 active | AID 504332, 2011 | G9a H3K9 monomethylation, AlphaScreen, 2 h | Histone-lysine N-methyltransferase EHMT2 (Homo sapiens), Q96KQ7 | Potency, µM (series often up to 102 µM), for inactives: top-dose activity, negative = inhibition, most hits filed as inhibitors; also: % is scaled to controls: 0 for no effect and ±100 for the full control effect; nearly all actives have a fitted effect of over 75% in size
Target sequence (Q96KQ7 913-1193 limits assumed): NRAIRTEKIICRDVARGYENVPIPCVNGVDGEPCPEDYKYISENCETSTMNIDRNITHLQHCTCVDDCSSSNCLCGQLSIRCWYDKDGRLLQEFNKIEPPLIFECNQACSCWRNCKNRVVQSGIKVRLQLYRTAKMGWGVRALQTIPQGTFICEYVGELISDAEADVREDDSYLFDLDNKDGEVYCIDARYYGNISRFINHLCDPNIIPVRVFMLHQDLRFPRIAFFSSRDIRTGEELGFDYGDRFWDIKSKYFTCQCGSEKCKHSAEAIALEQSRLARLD
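Quantitative HTS format: methyltransferase activity on a biotin-tagged H3K9 peptide is measured by AlphaScreen, using a rabbit anti-monomethyl-H3K9 antibody with streptavidin donor and anti-IgG acceptor beads. Final levels are 20 nM enzyme, 500 nM peptide, 20 uM SAM; 2 h RT.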
APEX1 inh = qHTS Assay for Inhibitors of the Human Apurinic/apyrimidinic Endonuclease 1 (APE1). DNA repair nuclease/redox regulator APEX1 (Homo sapiens), P27695. recombinant APE1, TAMRA/BHQ-2 abasic DNA cleavage fluorescence. Potency, µM (doses to about 65.8 µM), for the others: top-dose activity change, negative = inhibition, actives largely listed as inhibitors. 0.35% of 350,000 active. AID 2517, 2012;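 also: plate controls were vehicle for no effect and reference inhibitor for full effect; nearly all actives have a fitted effect of over 55% in size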
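Readout is kinetic fluorescence (ex 525, em 598 nm) from cleavage of 50 nM TAMRA/BHQ-2 THF abasic duplex by 0.75 nM APE1, compound added 15 min beforehand at RT.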
BLM helicase inh = qHTS Assay for Inhibitors of Bloom's syndrome helicase (BLM); RecQ-like DNA helicase BLM (Homo sapiens), P54132; recombinant BLM DNA unwinding, fluorescence dequenching; Potency, µM (highest dose often 56.1 µM), inactives show top-dose activity change, negative = inhibition, usual class: inhibitors; 0.2% of 350,000 active; AID 2528, 2010;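 also: plate controls were vehicle for no effect and no enzyme for full effect; nearly all actives have a fitted effect of over 35% in size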
An asterisk follows results filed as active; ? = inconclusive; . = not tested or not shown; & = joins results of further samples; [ ] = another dose, or the depositor's remark. Calls follow the shape of the dose curve; as a rule, active = well fitted curve in the direction sought with a large enough effect; inconclusive = small, poorly fitted or top-dose-only effect, or another doubt; inactive = no such curve, though single readings can be large; an effect the other way counts as inactive or inconclusive. Potency is read from the fitted curve at half-maximal effect. The list is partial. The share of hits here may be higher or lower than overall.

SMILES	BAZ2B inh	Pol beta inh	POLK inh	Anesthetic bind	POLI inh	POLH inh	G9a block	APEX1 inh	BLM helicase inh
CCCN(CCC)C(=O)C1CCCN(S(=O)(=O)c2ccc3c(c2)oc(=O)n3C)C1 (configuration not stated)	-19%&-4%	4%&1%	-5%&-1%	-13%&-12%	19%&31%	-10%&-18%	24%	6%	-2%&1%
COC(=O)c1ccn(CSc2cc(Cl)ccc2Cl)n1	13%	.	2%	.	-6%	1%	16%[12.7 µM]	-2%	.
COc1ccccc1C(=O)NCC(=O)N/N=C(\C)Cc1ccccc1	-21%	-3%	-13%	5%	6%	-19%	-10%	1%	-1%
Cc1cccc(CCNC(=O)CCNS(=O)(=O)c2cc(Br)cnc2N)c1	-13%	8%	-2%	-2%	25%	-18%	14%	23%	-4%
Cc1cc(NC(=O)CCC(=O)N(CC(C)C)C(C(=O)NC(C)(C)C)c2ccccc2Cl)no1 (configuration not stated)	-4%	4%	-13%	0%	77%[activator]	-12%	-1%	7%	-4%
COc1ccc(NC(=O)c2cc3ccccc3o2)cn1	-1%	8%	-4%	-14%	11%	-6%	12%	19%	-11%
CCN(CC)S(=O)(=O)c1csc(C(=O)NCc2ccccc2)c1	-2%	7%	-3%	1%	-20%	-2%	4%[12.7 µM]	-2%	-4%
Cc1c(CN2CCC(n3nccc3NC(=O)C3CCOC3)CC2)[nH]c2ccccc12 (configuration not stated)	-19%	-2%	-20%	-11%	22%	-21%	?	15%	28%
Fc1ccc2nc(Nc3nc4c(F)cc(F)cc4s3)sc2c1	-1%	-16%[57.1 µM]	0%	12%	10%	-29%	13%	-1%	1%
CCC(=O)NC(NC(=S)Nc1c(C)n(C)n(-c2ccccc2)c1=O)C(Cl)(Cl)Cl (configuration not stated)	0%	9%	-1%	10%	?	-1%	-9%[59 µM]	12%	-2%
Nc1nc(-c2ccco2)nn1C(=O)c1ccc([N+](=O)[O-])cc1	-34%	2%	2%	-1%	14%	-17%	?	0%	1%
CCCN(CCC)c1cc(C)nc2nc(-c3ccc(Cl)cc3)nn12	0%	1%	-3%	1%	7%	-13%	5%[59 µM]	.	3%
CCOC(=O)C1CCCN(C(=O)C2CCN(C(=O)Nc3ccccc3)CC2)C1 (configuration not stated)	-6%	.	-3%	.	55%[activator]	-7%	-5%[2.33 µM]	8%	.
COc1ccc(N2CC(C(=O)Nc3ccc(S(=O)(=O)Nc4nccs4)cc3)CC2=O)cc1 (configuration not stated)	-27%	4%	-11%	-4%	40%[activator]	-8%	?	?	-3%
CCOc1ccc2[nH]c(=O)c(CN(Cc3cccs3)Cc3nnnn3C(C)(C)C)cc2c1	1%	-3%	-10%	-12%	-4%	-9%	30%[59 µM]	-1%	-11%

Ordered by the number under POLI inh (rising): some entries from above.
Compound,BAZ2B inh,POLK inh,Anesthetic bind,POLI inh,POLH inh,G9a block,APEX1 inh,BLM helicase inh
CCOc1ccc2[nH]c(=O)c(CN(Cc3cccs3)Cc3nnnn3C(C)(C)C)cc2c1,1%,-10%,-12%,-4%,-9%,30%[59 µM],-1%,-11%
COc1ccc(NC(=O)c2cc3ccccc3o2)cn1,-1%,-4%,-14%,11%,-6%,12%,19%,-11%
Cc1c(CN2CCC(n3nccc3NC(=O)C3CCOC3)CC2)[nH]c2ccccc12 (configuration not stated),-19%,-20%,-11%,22%,-21%,?,15%,28%

Next part:
SMILES	BAZ2B inh	Pol beta inh	POLK inh	Anesthetic bind	POLI inh	POLH inh	G9a block	APEX1 inh	BLM helicase inh
COc1ccc(NC(C)=O)cc1NC(=O)CN1CCN(c2ccc(F)cc2)CC1	-18%	6%	-4%[60.1 µM]	38%[activator]	11%	-12%	2%[59 µM]	.	2%
O=C(NNC(=O)c1ccccc1[N+](=O)[O-])c1csc(N2CCOCC2)n1	0%	.	2%	.	30%[activator]	-19%	-5%[0.501 µM]	28%	.
CS(=O)(=O)N(CC(=O)NCCSCc1ccco1)c1ccc(Cl)cc1	-23%	6%	-5%	-11%	79%[activator]	-20%	?	-5%	-3%
CCOc1ccc2nc(Cl)c(C3CC(c4ccccc4)=NN3C(=O)c3ccco3)cc2c1 (configuration not stated)	7%	31%	.	-1%	.	.	4%[59 µM]	17%	1%
Cc1cc(O)c(/C=N/c2ccccn2)c(=O)o1	?	-19%	-42%	-7%	?	-14%	14µM*	-8%	3%
O=C(CSc1c2c(nc3cc(Cl)ccc13)CCCC2)NCCN1CCOCC1	-9%	3%	3%	-7%	8%	-10%	33%[59 µM]	-5%	-6%
CCOc1ccccc1NC(=O)CN1C(=O)C(=O)c2ccccc21	-12%	-17%	-3%	-6%	19%	-14%	4%[59 µM]	.	0%
Cc1ccccc1-c1noc(-c2ccccc2F)n1	66%[activator]	-4%	-12%	-12%	21%	-5%	106%[activator][59 µM]	2%	-5%
CCOc1ccccc1Oc1c(C)oc2cc(OC(=O)c3ccco3)ccc2c1=O	-2%	11%	-4%	-4%	26%	7%	16%	-2%	-1%
CC(=O)c1cccc(NC(=O)N2CCCC2C(=O)Nc2cc(C)ccc2C)c1 (configuration not stated)	7%	37%	0%	-16%	-6%	6%	5%	-1%	-4%
O=C(Nc1ccccc1)C(=O)Nc1ccccn1	-14%[57.1 µM]	13%	-2%[60.1 µM]	-5%	19%	-6%	30%[0.501 µM]	-3%	1%
CCc1c(C(=O)Nc2ccccc2)c(C)[nH]c(=S)c1C#N	-8%	?	1%	-4%	2%	-7%	1.6µM*	-1%	-1%
O=C(O)CC(NS(=O)(=O)c1ccc2c(c1)OCCO2)c1ccccc1[N+](=O)[O-] (configuration not stated)	.	.	-17%	.	29%	-22%	.	11%	.
CCOc1ccc(/C=N/NC(=O)c2ccccc2NC(=O)c2ccc(OC)cc2)cc1	-22%	4%	-21%	-13%	0%	-18%	16%	-2%	-4%
CC(=O)N[C@@H](CSC/C=C(\C)CC/C=C(\C)CC/C=C(\C)CCC=C(C)C)C(=O)O	.	.	9%&-3%[19.4 µM]	?	.	.	-1%&-36%[59 µM]	-1%&-2%&-1%	3%
CCS(=O)(=O)N1CCCC(C(=O)NCCc2ccc(C)cc2)C1 (configuration not stated)	4%	0%	-3%	-1%	1%	-15%	10%	-3%	-13%
COc1cccc(NC(=S)NNC(=O)C(C)n2nc(C)c([N+](=O)[O-])c2C)c1 (configuration not stated)	-4%[57.1 µM]	4%	-10%	-7%	-10%	-4%	40µM*	-1%	-1%
COc1ccc(C(=O)Nc2ccccc2C(=O)NCc2ccco2)cc1OC	?	0%	-4%	-15%	-1%	-12%	-49%[59 µM]	-1%	-4%
Cn1c(SCc2nc(-c3ccc(Cl)cc3)no2)nnc1-c1cccs1	?	-22%	-14%	-8%	0%	5%	-24%	-7%	-1%
CC(C)(C)OC(=O)N1CCC(c2c(C(=O)NCc3cccc(Cl)c3)cnn2-c2ccc(F)cc2)CC1	-1%[57.1 µM]	-28%	-8%	?	-4%	-20%	-33%[59 µM]	.	-10%
COC(=O)c1ccc(C)c(NC(=O)CCSc2ccc(Cl)cc2)c1	13%	33%	-16%	-10%	16%	-5%	-36%	-1%	-14%
COc1ccc(CC(=O)Nc2nc(-c3cccnc3)cs2)cc1	-2%	0%	-29%	-13%	-6%	-6%	-13%	0%	-6%
Cc1ccc(CN2CCN(Cc3cn(C(C)C)c4ccccc34)CC2CCO)o1 (configuration not stated)	-20%	6%	-2%	-11%	7%	-18%	.	0%	2%
CCOc1ccc(-n2nc3ccc(NC(=O)COc4ccc(OC)cc4)cc3n2)cc1	-3%	?	-8%	13%	-18%	-6%	?	.	-10%
CC1(C)Cc2c(c(-c3ccco3)nc3n[nH]c(N)c23)CO1	-32%	0%	-10%	-15%	11%	5%	-14%	2%	2%
COc1ccccc1C1NC(c2ccccc2OC)C(C)C(=O)C1C (configuration not stated)	?	-2%	-12%	?	-9%	-7%	1%	0%	-5%
CCOc1ccc(N(CC(=O)NC2CC3CCC2C3)S(=O)(=O)c2ccc(C)cc2)cc1 (configuration not stated)	1%	5%	-13%	-6%	-10%	1%	.	-16%	-3%
COc1ccc(N(C(=O)/C=C\C(=O)Nc2ccc(C)cc2)C(C(=O)NCc2ccco2)c2ccc(C)cc2)cc1 (configuration not stated)	-20%	3%	-8%[60.1 µM]	?	-2%	-23%	14µM*	.	-10%
c1ccc2c(c1)CC1(CCCC1)N=C2N1CCOCC1	-1%	19%	-6%	8%	19%	24%	-3%[12.7 µM]	29%	0%
C#CCn1c(COc2ccccc2C)nc2ccccc21	-12%	11%	-7%	-6%	10%	-13%	-3%[59 µM]	.	2%
CN(C)Cc1c(C(=O)N/N=C/c2ccc(-c3ccccc3)cc2)nnn1-c1nonc1N	-10%	15%	-9%	1%	5%	4%	65%[activator]	5%	-4%
COCCCN(C(=O)c1ccc(N2CCCC2=O)cc1)c1c(N)n(Cc2ccccc2)c(=O)[nH]c1=O	12%	.	-6%	.	21%	1%	-24%[59 µM]	-3%	.
CC(=O)Nc1ccc(NC(=O)C(C)OC(=O)C2CCCCC2)cc1 (configuration not stated)	2%	.	-5%	.	9%	-17%	2%[12.7 µM]	6%	.
COCCCN(C(=S)Nc1cccc(Cl)c1)C(C)c1ccncc1 (configuration not stated)	8%	-1%	-5%	4%	13%	-15%	1%[59 µM]	-2%	0%
COc1ccc(NC(=O)CCc2nc3ccccc3[nH]2)cc1	?	-21%	-7%	-4%	70%[activator]	-17%	1%[59 µM]	-5%	-2%
